# mHtt clearance: mutant huntingtin protein clearance | 0.42% of 47,000 active | AID 853 | inhibition, % at 1.5 µM | HeLa Exon1htt(103Q)mCFP, aggregate imaging; zero = plate's median compound well;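 active = inhibition of aggregate fluorescence above about 70%, also judged a hit by eye on the cell image, limit read from the data, passing the limit was not always enough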;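 also: cells exposed to compound for three days before fixation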
# mHtt clearance grain fraction: recorded beside mHtt clearance, whose call it bears; fraction fluorescence in grains; measured here: aggregate grain fluorescence fraction; stronger effect = lower value;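 scaled fraction of total cell fluorescence in grains with unit not stated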
# Starred values were filed as active, the others as inactive.
# Order of values – mHtt clearance, mHtt clearance grain fraction
- Cc1ccc(OCC(=O)Nc2ccc(S(=O)(=O)N3CCN(C)CC3)cc2)cc1
 : 2, 17
- C/C(=N/Oc1nc(C)cc(C)n1)c1ccc(Cl)cc1Cl
 : 32, 26
- O=C(NCc1ccc(Cl)cc1)C1C2C=CC3(CN(Cc4cccnc4)C(=O)C13)O2 (stereo not given)
 : -44, 27
- CCOC(=O)C(C(=O)N1CCOCC1)C1CCCCC1 (stereo not given)
 : -56, 31
- C=CCN1C(=O)C2(C(C#N)=C(N)Oc3n[nH]c(CCC)c32)c2ccccc21 (stereo not given)
 : 39, 11
- CCNC(=O)c1ccc2c(c1)S(=O)(=O)c1ccccc1C2=O
 : -64, 58
- CC(C)c1ccccc1OCCNS(C)(=O)=O
 : 22, 16
- CCn1c(SCC(=O)NC)nnc1C(C)C
 : -1, 19
- COc1ccc(C(C)NC(=O)C2C(=O)NC3(C)CC2c2ccccc2O3)cc1 (stereo not given)
 : -53, 57
- COC(=O)c1cc(C#N)c(Oc2ccc(F)cc2)nc1C
 : -25, 39
- O=C(O)CCN1C(=O)CC2(CCCCC2)C1=O
 : -13, 24
- Cc1ccc(-c2nn(CC(=O)Nc3cccnc3)c(=O)c3ccccc23)cc1
 : -10, 26
- Cc1cc(C)cc(N(CC(=O)N2CCc3ccccc32)S(=O)(=O)c2c(C)noc2C)c1
 : 25, 35
- CCOC(=O)N1CCN(C(=O)c2ccccc2NC(=O)COc2ccccc2C)CC1
 : -2, 42
- Cc1cc(C)n(Cc2ccc(C(=O)O)cc2)n1
 : -4, 19

# Profiles, quoted from the list. Order of screens: mHtt clearance | mHtt clearance grain fraction
# Record of Cc1ccc(OCC(=O)Nc2ccc(S(=O)(=O)N3CCN(C)CC3)cc2)cc1 : 2 | 17
# Record of Cc1cc(C)n(Cc2ccc(C(=O)O)cc2)n1 : -4 | 19
# Record of COc1ccc(C(C)NC(=O)C2C(=O)NC3(C)CC2c2ccccc2O3)cc1 (stereo not given) : -53 | 57

# Going on with the list.
# Order of values – mHtt clearance, mHtt clearance grain fraction
- CCOc1ccccc1C(=O)N(CN1CCCC1=O)c1ccc(C)c(Cl)c1
 : -5, 40
- Cn1c(-c2c(N)n(CCCc3ccccc3)c3nc4ccccc4nc23)nc2ccccc21
 : 30, 30
- O=C(CSCc1ccccc1Cl)NNC(=O)c1ccccc1
 : -7, 33
- COc1ccc(C)cc1N(CC(=O)O)S(=O)(=O)c1ccc(C)cc1
 : 12, 17
- CCSc1nc2c(c(=O)[nH]c(=O)n2C)n1C
 : -54, 54
- COc1ccc(-c2cc(C(F)(F)F)nc(S(C)(=O)=O)n2)cc1OC
 : 33, 25
- O=C(CSc1nc(-c2ccco2)cc(C(F)(F)F)n1)N1CCSCC1
 : -19, 24
- Clc1cccc(N2CCN(Cc3nc(-c4ccccc4)no3)CC2)c1
 : -75, 54
- COc1ccc2oc(=O)c(-c3nnc(NCc4ccco4)s3)cc2c1
 : 58, 14
- COCCOC(=O)C1=C(C)NC(=O)NC1C1CC=CCC1 (stereo not given)
 : 23, 34
- CCOC(=O)N1CCN(Cc2cc(=O)oc3ccc4ccccc4c23)CC1
 : 15, 39
- O=C1C=C(NC2CC2)C2(CCCCC2)O1
 : -9, 45
- O=C(Nc1nonc1NC(=O)C1CCCCC1)C1CCCCC1
 : -30, 26
- COc1cccc(OC)c1-c1nnc(-c2cn(C)c3ccccc23)o1
 : -8, 37
- CCN(CC)S(=O)(=O)c1cccc(C(=O)NC2CCCCC2)c1
 : 46, 11

# (cont.)
# Order of values – mHtt clearance, mHtt clearance grain fraction
- Cc1noc(C)c1CSCC(=O)OCC(=O)N1CC(=O)Nc2ccccc21
 : -90, 60
- COc1cc(C(=O)OCCN2CCOCC2)cc(OC)c1OC
 : 51, 19
- CC(=O)Nc1ccc(-c2nnc(SCC(=O)c3ccc4c(c3)Cc3ccccc3-4)n2C)cc1
 : -43, 55
- COCCCn1c(=N)c(C(=O)NC2CCCCC2)cc2c(=O)n3ccccc3nc21
 : -118, 42
- O=C(c1ccc2c(c1)OCO2)N1CCN(c2ccccc2)CC1
 : 30, 24
- Cc1ccc2oc(=O)n(Cc3ccccc3OC(C)C)c2c1
 : 0, 20
- COc1ccccc1NC(=O)c1cc(C(=O)O)ccc1C(=O)O
 : 1, 34
- Cc1onc(-c2ccccc2Cl)c1C(=O)NC1CCS(=O)(=O)C1 (stereo not given)
 : 7, 48
- O=C(c1ccc2c(c1)OCCO2)C1CCN(C(=O)c2ccc(F)c(F)c2)CC1
 : -14, 41
- O=C(CN1C(=O)CSC1=O)N1CCCCC1
 : 0, 20
- COc1cc(-c2nnc(SCC(=O)/C(C#N)=C(\C)N)o2)cc(OC)c1OC
 : -8, 32
- CCOC(=O)c1sc(NC(=O)CSc2nnc(-c3ccco3)o2)c(C(=O)OCC)c1C
 : -19, 23
- CCOCCCNC(=O)c1ccccc1Br
 : 13, 16
- O=C(COc1ccc(Cl)cc1Cl)NC(=O)N1CCOCC1
 : 22, 14
- O=C(NCc1ccc2c(c1)OCO2)C1CCCN1C(=O)Nc1ccccc1 (stereo not given)
 : -30, 23

# Fetched by structure from above, 3 records:
# Order of values – mHtt clearance, mHtt clearance grain fraction
- CCOCCCNC(=O)c1ccccc1Br
 : 13, 16
- O=C(COc1ccc(Cl)cc1Cl)NC(=O)N1CCOCC1
 : 22, 14
- O=C(c1ccc2c(c1)OCCO2)C1CCN(C(=O)c2ccc(F)c(F)c2)CC1
 : -14, 41

# (further entries)
# Order of values – mHtt clearance, mHtt clearance grain fraction
- COC(=O)CNC(=O)C12CC3(C)CC(C)(CC(C)(C3)C1)C2
 : 35, 13
- CCN(C1CCCCC1)S(=O)(=O)c1cc(C)ccc1OC
 : 3, 18
- C=C(C)Cn1c(SCC(=O)O)nnc1-c1ccc(OC)cc1
 : 7, 18
- COc1ccc2c(C(F)(F)F)cc(=O)oc2c1C
 : -28, 24
- CN(C)c1ccc(C(=O)c2ccc(O)cc2O)cc1
 : 2, 17
- CCCN(CCC)C(=O)CSc1nc2n[nH]c(C)c2c(=N)n1-c1ccc(OCC)cc1
 : 0, 38
- CCCC1(CCC)NC(=O)NC1=O
 : 22, 15
- CCOCCCNS(=O)(=O)c1ccc(Br)cc1
 : 18, 13
- COc1cccc(NC(=O)C2CCN(c3ncccn3)CC2)c1
 : -25, 24
- CCCCCCCC(=O)NC(Nc1ccccc1OC)C(Cl)(Cl)Cl (stereo not given)
 : -24, 41
- O=C(CSC1=NC(=O)C(Cc2ccccc2)C(=O)N1)NC1CCCCC1 (stereo not given)
 : 4, 44
- CCOC(=O)C(C)Sc1nnc(Cc2cc(=O)[nH]c(=O)[nH]2)n1-c1ccc(OCC)cc1 (stereo not given)
 : 36, 29
- Cc1cccc2cc(CN(Cc3ccccc3)C(=O)N3CCOCC3)c3nnnn3c12
 : -4, 20
- Cc1cc(C)nc(N2CCCC(C(=O)Nc3nnc(C)s3)C2)n1 (stereo not given)
 : 36, 25
- Cc1ccc(S(=O)(=O)N(CC(=O)O)Cc2ccccc2)cc1
 : 29, 24

# Going on with the list:
# Order of values – mHtt clearance, mHtt clearance grain fraction
- O=C(c1csc2c1CCCC2)N1CCCCC1
 : 22, 17
- Cc1ccc(NC(=O)CN(C)S(=O)(=O)c2cnc[nH]2)cc1C
 : -6, 42
- Cc1nnc(SCC(=O)N2CCN(Cc3ccccc3)CC2)s1
 : -70, 63
- CCc1ccc(C2=Nn3c(nnc3-c3cccs3)SC2)cc1
 : -35, 50
- CC(C)(C)n1nnnc1C(c1ccc(C#N)cc1)N1CCCC2(CCCCC2)C1 (stereo not given)
 : 54, 9.5
- COc1cc2c(cc1OC)-c1cc(NCc3ccccn3)nc(=O)n1CC2
 : 0, 21
- Cc1ccc(S(=O)(=O)c2nc(-c3ccccc3)oc2NCCN2CCOCC2)cc1
 : 49, 10
- COc1cccc(-c2cn3nc(C)c(C)nc3n2)c1
 : 33, 13
- Nc1ccc(Oc2ccc3nc(-c4ccccc4)c(-c4ccc([N+](=O)[O-])cc4)nc3c2)cc1
 : 21, 26
- O=C(NCCN1CCOCC1)c1cc(S(=O)(=O)NCCCN2CCCC2=O)ccc1Cl
 : 46, 19
- COc1cc(CCC(=O)OCc2nnc(-c3ccccc3)o2)cc(OC)c1OC
 : 45, 20
- CCOc1ccc(-c2cnc(SCC(N)=O)nc2N)cc1
 : 35, 13
- Nn1c(SCC(=O)Nc2ccc(F)cc2F)nnc1C1CCCCC1
 : -38, 47
- C/C(=N\O)C(C)(C)NC(=O)Nc1ccc(Cl)cc1
 : -38, 47
- COC(=O)C1=C(CSc2nc3c(cc2C#N)CN(C)CC3)OC(N)=C(C#N)C1c1ccccc1F (stereo not given)
 : -26, 24

# (continued)
# Order of values – mHtt clearance, mHtt clearance grain fraction
- c1ccc(-c2oc3ncnc(NCCN4CCOCC4)c3c2-c2ccccc2)cc1
 : -18, 22
- CC(CCc1ccccc1)NC(=O)CSc1nc(N)cc(N)n1 (stereo not given)
 : -55, 30
- COc1ccccc1-n1nnnc1SCC(=O)NC1CCCC1
 : 63, 7.5
- CCCCCOC(=O)c1c(N)n(CCOC)c2nc3ccccc3nc12
 : 46, 20
- CCC1CCCCN1CCCNC(=O)CC1Oc2ccccc2NC1=O (stereo not given)
 : 0, 48
- O=C(c1cc2ccccc2o1)c1cccs1
 : 29, 12
- CC(C)(C)C(=O)Cn1c(NCCO)nc2ccccc21
 : 31, 13
- CC(C)Nc1nc(NC(C)C)nc(C(=O)OCCO)n1
 : 10, 33
- COc1ccccc1C(=O)Nc1ccccc1SC
 : 26, 15
- O=C(CCSc1nnc2scc(-c3ccccc3)n12)NCc1ccc2c(c1)OCO2
 : -40, 24
- CC(Oc1ccc(Cl)cc1Cl)C(=O)Nn1cnnc1 (stereo not given)
 : 34, 13
- Cc1cc(Oc2ccc(-c3ccccc3)cc2)nc(N2CCOCC2)n1
 : 42, 12
- Fc1ccccc1COc1ccc(-c2nnn(Cc3ccccc3F)n2)cc1
 : -3, 46
- CCOCCCn1c(=S)[nH]c2cc(C(=O)NCCOC)ccc2c1=O
 : 37, 23
- Cc1ccc(C2CC(c3cccs3)n3nc(N)nc3N2)cc1 (stereo not given)
 : -32, 24

# Structures listed so far that have a tert-butyl group (2):
# Order of values – mHtt clearance, mHtt clearance grain fraction
- CC(C)(C)n1nnnc1C(c1ccc(C#N)cc1)N1CCCC2(CCCCC2)C1 (stereo not given)
 : 54, 9.5
- CC(C)(C)C(=O)Cn1c(NCCO)nc2ccccc21
 : 31, 13

# (cont.)
# Order of values – mHtt clearance, mHtt clearance grain fraction
- Cc1cccc2cc(CN(CC3CCCO3)C(=O)c3cccnc3)c3nnnn3c12 (stereo not given)
 : -54, 44
- Cc1cc2cc(CNC(=O)c3cccs3)ccc2[nH]1
 : 15, 41
- O=C(CSc1nnc(-c2ccco2)n1Cc1ccccc1)NC(=O)NCc1ccco1
 : -41, 50
- Cc1ccc2nsnc2c1S(=O)(=O)NCc1ccc2c(c1)OCO2
 : -5, 19
- COc1ccc(OC(C)C(=O)Nc2cccc(OC)c2)cc1 (stereo not given)
 : 0, 21
- CCOC(=O)N1CCN(C(=O)c2ccccc2-c2ccccc2)CC1
 : -132, 44
- CC(=NC1CCCC1)c1c(C)[nH]n(-c2nc3ccccc3s2)c1=O
 : 12, 18
- O=C(CN1C(=O)c2ccccc2C1=O)Nc1ccccc1C(=O)NC1CCCCCC1
 : -64, 32
- Cc1nn(Cc2ccc(F)cc2)c(C)c1NC(=O)c1cnn2cccnc12
 : -55, 26
- CCOC(=O)C(C)Oc1cccc2c(=O)n(CC(=O)Nc3ccc4c(c3)OCCO4)ccc12 (stereo not given)
 : -100, 67
- Cc1ccccc1OCC(=O)Nc1ccc(N2CCN(C(=O)C(C)C)CC2)c(Cl)c1
 : -28, 47
- Cn1c(C(=O)OCC(=O)NCc2ccco2)cc2sccc21
 : -16, 25
- CC(C)(C)c1[nH]nc2c1C(c1ccc(OC(=O)c3ccco3)cc1)C(C#N)=C(N)O2 (stereo not given)
 : -12, 38
- Cc1c(C)n(C(=O)CSc2nccn2C)c2ccccc12
 : 1, 35
- COC(=O)c1ccc(Oc2ccc3nncn3n2)cc1
 : -15, 22

# The list goes on.
# Order of values – mHtt clearance, mHtt clearance grain fraction
- CN1CCN(C2=NC3(CCCC3)C(C#N)C(=O)N2)CC1 (stereo not given)
 : -60, 54
- Clc1cccc2sc(N3CCCC3)nc12
 : 5, 20
- CCOC(=O)C1=C(C)NC(C)=C(C(=O)OCC)C1C(=O)OCC(=O)N1CCc2ccccc2C1
 : 15, 15
- O=C(CC1c2ccccc2Oc2ccccc21)NCc1ccco1
 : -15, 21
- COc1ccc(C(c2nnnn2CC2CCCO2)N2CCC(C(N)=O)CC2)cc1 (stereo not given)
 : 22, 15
- CCN(CC(=O)Nc1ccc2c(c1)OCCO2)c1ccc(S(=O)(=O)N2CCOCC2)cn1
 : 16, 25
- Cc1cccc(N(C(=O)Cc2cccs2)C(C(=O)NC2CCCC2)c2ccsc2)c1 (stereo not given)
 : 34, 20
- CCCC(C)C(=O)Nc1nc(C)c(-c2csc(Nc3ccccc3OC)n2)s1 (stereo not given)
 : -86, 72
- CC(C)(Oc1ccc(Cl)cc1)C(=O)NCc1ccncc1
 : -37, 26
- COc1ccc(CN(C2CCCC2)S(=O)(=O)c2ccc(-n3cnnn3)c(OC)c2)cc1OC
 : -48, 28
- CC(=O)Nc1c2c(nn1-c1ccc(C)cc1C)CSC2
 : 20, 37
- COc1ccccc1CNC(=O)c1ccccc1OC
 : 14, 26
- Cc1c(C(=O)N2CCCCCC2)oc2ccccc12
 : -9, 21
- COCCOC(=O)c1sc(=S)n(CCOC)c1N
 : 29, 28
- CC(NS(=O)(=O)c1ccccc1)C(c1cccs1)N1CCN(c2ccccc2)CC1 (stereo not given)
 : -7, 34

# Continued:
# Order of values – mHtt clearance, mHtt clearance grain fraction
- COc1ccc(N2C(=O)C3CCCN3C2c2ccccc2Cl)cc1 (stereo not given)
 : -234, 137
- Cc1ccc(-n2c(SCC(=O)OC(C)C)nnc2-c2ccco2)cc1
 : 7, 19
- O=C(Nc1nc(-c2cccs2)c(-c2ccccc2)s1)c1ccco1
 : -5, 44
- O=C(Nc1ccccc1Cl)C1CCN(Cc2cnn(-c3ccccc3)c2-n2cccc2)CC1
 : -22, 39

# Only part of the results is shown; count on the stated rates, not on these rows.
